NCI-60 one-dose screen, 48 h, at 10 µM unless noted. Numbers give growth in % (100 = growth as untreated, 0 = no growth, -100 = all killed).
HL-60(TB): HL-60(TB) leukemia cells; AID 1794776; actives 9% (n = 78,000); active means growth percent below 10
* marks the source's active call; other numbers are inactive results; & = joins results of further samples.

SMILES	HL-60(TB)
CC(=O)c1ccc(NC(=O)c2ccc(-n3c(=O)[nH]c4ccccc4c3=O)cc2)cc1	101
Cc1nc2ccccc2c(=O)[nH]1	110
Cc1[nH]c2ccccc2c1C(C[N+](=O)[O-])c1ccccc1F (stereo unspecified)	100
COc1ccc(C2CC(=O)c3c(O)cc(O)cc3O2)cc1O (stereo unspecified)	83
COc1ccccc1C1OCC(C)([N+](=O)[O-])CO1 (stereo unspecified)	70
CCCCCCCc1nc(C#N)c(NCc2ccncc2)o1	81
COc1ccc(-c2cc(=O)c3cccc(CC(=O)O)c3o2)cc1	96
O=C(CS)Nc1ccc2ccccc2c1	120
O=C1CCC(=O)N1CO	97
C[C@@H]1C[C@@H]2[C@H](CC[C@]3(C)[C@@H](O)CC[C@@H]23)[C@@]2(C)CC[C@H](O)C[C@H]12	87
NNC(=O)c1c[nH]c2ccccc2c1=O	105
CCOC(=O)CC(=O)Nc1cc2ccc(OC)c(OC)c2cc1C(=O)OCC	89
CC(=S)N/C=C/c1c(C(=O)O)cc([N+](=O)[O-])cc1[N+](=O)[O-]	102
CC(=O)C1=C(C)NC(NNC(N)=S)=NC1c1ccccc1 (stereo unspecified)	148
C=C(CC(=O)OCCCC)C(=O)OCCCC	102

Reformatted field by field: 2 of the compounds above
O=C(CS)Nc1ccc2ccccc2c1
  HL-60(TB) = 120

O=C1CCC(=O)N1CO
  HL-60(TB) = 97

Remaining list, next part:
SMILES	HL-60(TB)
CC(C)(C)CC(C)(C)Nc1c(-c2ccccc2)nc2cnccn12	96
C/C=C/C1OCC(CC)C(CCC)O1 (stereo unspecified)	88
N#Cc1ncnc2nc[nH]c12	99
CC(C)(CO)NC(=O)c1ccc(C(C)(C)C)cc1	96
Cc1ccc(-c2cc(C(=O)N=Nc3c(O)[nH]c4ccccc34)c3ccccc3n2)cc1	28
Cc1ccc(-c2csc(NC(=O)CSc3nc(N)cc(=O)[nH]3)n2)cc1	137
COc1ccc2[nH]c(O)c(N=NC(=O)c3cc4ccccc4[nH]3)c2c1	90
O=C(O)C(O)(c1ccccc1)C1CCCC1 (stereo unspecified)	89
O=C(N/N=C\c1ccc(Cl)cc1Cl)c1ccncc1	88
Oc1ccccc1N=Nc1ccc[nH]1	63
C=CCNC(=O)c1ccccc1	105
COc1ccc(/C=N/Nc2cc(=O)[nH]c3ccc(Cl)cc23)cc1	45
COc1cc(-c2nn(-c3ccccc3F)cc2CO)ccc1O	80
CCCCc1ccc(N=Nc2ccc(OCCOCCOCCO)cc2)cc1	33
COc1ccc(C(=O)/C(=C/c2ccc(Cl)cc2)S(=O)(=O)c2ccc(C)cc2)cc1	98
NC1(N2SC(S)=C3CCCC=C32)CCCCC1	90
O=C(N/N=C/c1ccc(Oc2ccccc2)cc1)c1cnn2c1NC(c1ccccc1)C2 (stereo unspecified)	79
COc1cc(/C=C2/Oc3cc4occc4c(OC)c3C2=O)ccc1OCC(=O)Nc1ccncc1	106
COc1ccc(NC(=O)Nc2ccc3c(ccn3C(=O)c3cccc(F)c3)c2)cc1	85
Cc1cc(O)c(C(=O)c2cc(-c3ccc([N+](=O)[O-])cc3)c(=O)n(NC(=O)OC(C)(C)C)c2)cc1C	91
N#Cc1c(C(F)(F)F)cc(NCc2ccccn2)n2c1nc1ccccc12	90
Cc1ccc(CSc2nc(-c3ccc(Cl)cc3)c(C#N)c(N3CCOCC3)n2)cc1	98
CCOC(=O)C(Cc1ccccc1Cl)n1cc(-c2ccccc2)nn1 (stereo unspecified)	93
COc1ccc(Cl)cc1C(=O)CCl (tested in a mixture with another compound)	101
COc1cc(C=C2C(=O)NC(=O)NC2=O)ccc1O	96
C=C(C/C=C(\C)C(=O)N[C@H](C(=O)N1CCCC1c1nccs1)C(C)C)Cc1ccccc1 (stereo partly specified)	93
C#CCNC(=O)c1cccc2c1cc(C)n2-c1nc2c(c(NCc3ccccc3)n1)CCCC2	0.5*
c1ccc(CNC2CN3CCC2CC3)cc1 (stereo unspecified)	113
COc1cc2nccc(Oc3ccc(NC(=O)C4(C(=O)Nc5ccc(F)cc5)CC4)cc3)c2cc1O	55
FC(F)(F)c1ccc(-c2cnc(Cl)nc2NCc2cc(C(F)(F)F)cc(C(F)(F)F)c2)cc1	6.0*
CC(=O)OC1(C)C(=O)OC(=O)C1(C)OC(C)=O (stereo unspecified)	75
O=C(c1ccc(Cl)cc1)C1Sc2nnc(o2)-c2c1c1ccccc1oc2=O (stereo unspecified)	91
Cc1ccc(=O)n(-c2ccc(C3=NCCC3)cc2)c1	100
COc1cccc(-c2cc(-c3ccccc3)c(C#N)c(=O)[nH]2)c1	97
O=c1c2cc(F)ccc2sc2c(NCCCNCCO)nc3ccc(Cl)cc3c12	45
COc1ccc(C(C)=O)cc1S(=O)(=O)Nc1c(N)nc(SC)[nH]c1=O	97
Cc1ccc(C(c2ccc(C)c(C)c2)C(O)C(O)C(O)C(O)CO)cc1C (stereo unspecified)	86
Nc1ccc(C(=O)O)cc1N	167
COc1ccc2c(CCCC(c3ccccc3)c3ccccc3)c3[n+](cc2c1OC)CCc1cc2c(cc1-3)OCO2	-31*
CSc1nc2c(c(=O)n1C)CN(Cc1ccccc1)C(=O)CN2	85
CCOC(=O)C1(CCC(=O)OCc2ccccc2)CCCCC1=O (stereo unspecified)	112
CCC[N+](CCC)(CCC)Cc1ccccc1	41
CN(C)c1ccc(C(=O)Nn2c(N)cc3ccccc3c2=O)cc1	82
CC(C)c1cccc(C(C)C)c1NC(=O)OCCN(C)C	101
Cc1ccc(-c2csc(NC(=O)CN3CCN(c4cc5c(cc4F)c(=O)c(C(=O)O)cn5C4CC4)CC3)n2)cc1	-56*
COc1ccc(-c2cc(-c3nnc(SCC(=O)c4ccccc4)o3)c3ccccc3n2)cc1	73
CCOC(=O)c1csc(N)n1	98&95
Cn1c(COC(=O)NCCN2CCOCC2)nc2c(N3CCOCC3)nc(-c3ccccc3)nc21	-53*
Fc1ccc(-c2cnnn2-c2nonc2-n2cccc2)cc1	79
Cc1ccc(S(=O)(=O)N=N/C=C2/C=CC=CN2O)cc1	100
COc1ccc(C2=NN(C=O)C(c3sc(N(CCCl)CCCl)nc3Cl)C2)cc1 (stereo unspecified)	84
O=C(NNc1nc2cc(F)cc(F)c2n2cccc12)c1ccncn1	-7.9*
Cn1c2c(c(=O)n(C)c1=O)C1(C(=O)N(Cc3ccccc3)c3ccccc31)c1c(n(C)c(=O)n(C)c1=O)N2	62
CCN(CC)CCN1C(=O)c2c(c(C)c3c(oc4ccc(O)cc43)c2C)C1=O	-6.3*
O=C1CCC23OC=CC2C2(Nc4ccccc4NC2=O)c2c(Cl)cccc2N13 (stereo unspecified)	110
CSc1nnc(CN2CCN(c3cc4c(cc3F)c(=O)c(C(=O)O)cn4C3CC3)CC2)o1	83
c1ccc2c3c(ccc2c1)Oc1ccc2ccccc2c1C3CCC1c2c(ccc3ccccc23)Oc2ccc3ccccc3c21	102
O=C(CN1CCCCCC1)Nc1nc2ccc([N+](=O)[O-])cc2s1	101
Cc1ccc(NC(=O)CSc2nnc(COc3cnc4ccccc4n3)o2)cc1	91
COc1ccc(/C=C2\SC(=N)N(c3ccccc3OC)C2=O)cc1	71

Next results:
SMILES	HL-60(TB)
NC(N)=N/N=C(/c1ccccc1)c1ccccc1F	-47*
CC(=O)Nc1nc(-c2ccccc2)cs1	99
O=C(N[C@@H]1C[C@H]1c1ccc(F)c(F)c1)N[C@@H]1C[C@H]1c1ccc(F)c(F)c1	101
Cc1cc(=O)oc2cc(OC(=O)N(c3ccccc3)c3ccccc3)ccc12	79
COC(=O)C(C)NS(=O)(=O)/N=C1\NC(=O)NC1=C(Cl)Cl (stereo unspecified)	99
CCOC(=O)c1cc(C(O)C(O)C(O)CO)oc1C (stereo unspecified)	98
CS(=O)(=O)OCC1CCC(COS(C)(=O)=O)O1 (stereo unspecified)	124
O=C1CCC2(C3CC3)N1CCc1cncn12 (stereo unspecified)	57
O=C1c2ccc3c4c(ccc(c24)C(=O)N1CCCCO)C(=O)N(CCCCO)C3=O	7.1*
CC(C)OC(=O)Nc1ccc(-c2nc(-c3cccc(OCCN4CCOCC4)c3)c(-c3ccnc(Br)c3)[nH]2)cc1	-48*
CNC=O	90
Cc1c(/C=C2\CSc3ccc(Cl)cc3C2=O)c(=O)n(-c2ccccc2)n1C	94
O=C1CSC(c2ccc3c(c2)OCO3)N1Cc1ccc2c(c1)OCO2 (stereo unspecified)	96
N#CCCN(C(=S)Nc1cccc(C(F)(F)F)c1)C1CCCCC1	64
CC(=O)[C@H]1CC[C@H]2[C@@H]3CC[C@@H]4C[C@H](OC(=O)CCC(=O)O)CC[C@]4(C)[C@H]3CC(=O)[C@]12C	104

Individual results from above:
For HL-60(TB), FC(F)(F)c1ccc(-c2cnc(Cl)nc2NCc2cc(C(F)(F)F)cc(C(F)(F)F)c2)cc1 is listed with 6.0*
For HL-60(TB), CS(=O)(=O)OCC1CCC(COS(C)(=O)=O)O1 (stereo unspecified) is listed with 124
For HL-60(TB), COc1ccc2c(CCCC(c3ccccc3)c3ccccc3)c3[n+](cc2c1OC)CCc1cc2c(cc1-3)OCO2 is listed with -31*

Sorted by heavy-atom count (rising): 3 of the compounds above.
SMILES	HL-60(TB)
CNC=O	90
Cc1c(/C=C2\CSc3ccc(Cl)cc3C2=O)c(=O)n(-c2ccccc2)n1C	94
CC(C)OC(=O)Nc1ccc(-c2nc(-c3cccc(OCCN4CCOCC4)c3)c(-c3ccnc(Br)c3)[nH]2)cc1	-48*

Entries listed so far containing a tert-butyl group (three):
SMILES	HL-60(TB)
CC(C)(C)CC(C)(C)Nc1c(-c2ccccc2)nc2cnccn12	96
CC(C)(CO)NC(=O)c1ccc(C(C)(C)C)cc1	96
Cc1cc(O)c(C(=O)c2cc(-c3ccc([N+](=O)[O-])cc3)c(=O)n(NC(=O)OC(C)(C)C)c2)cc1C	91

More compounds
SMILES	HL-60(TB)
Cc1cccc2c1O/C(=C\c1ccc([N+](=O)[O-])o1)C2=O	-26*
CCOc1cccc(N)c1	86
O=C(O)CNS(=O)(=O)c1ccc(Oc2ccc(S(=O)(=O)NCC(=O)O)cc2)cc1	91
O=C(N/N=C1/C2C[C@@H]3C1C3C2C(=O)O)c1ccncc1 (stereo partly specified)	80
COc1cc(OC)c(S(N)(=O)=O)cc1C(=O)/C=C/c1ccc2c(c1)OCO2	49
Cc1cc(C)c2c(n1)sc1c(Nc3csc4ncccc34)ncnc12	102
CC1=NC=N/C1=C\c1sc(=S)n(CC(=O)O)c1O	104
COc1cc(-c2csc(Nc3cc(N4CCN(CCO)CC4)nc(C)n3)n2)cc(OC)c1OC	71
CCOC(=O)c1cccnc1Nc1ccc(NC(=O)Nc2c(Cl)cccc2Cl)cc1	109
O=c1n(Cc2nc(-c3ccc(F)cc3)n[nH]2)cnn1-c1ccccc1	71
CCCCCCC1(/C=N/NC(N)=S)NC(=O)NC1=O (stereo unspecified)	109
CS(=O)(=O)c1nccc(-c2c(-c3ccc(F)c(OCc4ccccc4)c3)nc3sccn23)n1	5.6*
O=C(Nc1nn(-c2ccc(F)cc2F)nc1-c1ccccc1)c1ccccc1	94
COc1cc2oc(-c3cccc(C(=O)Nc4ccc(Cl)cc4)c3)cc(=O)c2c(OCCNC(=O)[C@@H](N)CCC(=O)O)c1OC	82
C=C1C(=O)O[C@H]2[C@H]1CC/C(COC(=O)NCCc1cccc(OC)c1)=C\CC[C@@]1(C)O[C@@H]21	6.5*
CCc1ccc(-c2cc(-c3ccc(C)cc3)n(-c3ccc(S(N)(=O)=O)cc3)n2)cc1	79
Cc1c(C(=O)NCCCC(=O)NO)sc2ncnc(Nc3ccc(NC(=O)Nc4ccccc4)cc3)c12	101
Cc1ccc2c(C(C[N+](=O)[O-])c3ccccc3F)c(-c3ccccc3)[nH]c2c1 (stereo unspecified)	27
O=C(O)c1ccccc1Cl	90
CCCCCC(=O)OCc1ccc(Cl)c(Cl)c1	97
CN1C(=O)C(=Cc2cn(Cc3ccccc3)c3ccccc23)C(=O)N(C)C1=O	64
CC(C)CC(NC(=O)C(Cc1ccccc1)NC(=O)C1CCCN1C(=O)OCc1ccccc1)C(=O)OC(C)(C)C (stereo unspecified)	104
O=C(O)c1cc(=O)[nH]c2ccc([N+](=O)[O-])cc12	109
Nc1ccc(Nc2ccccc2)c(S(=O)(=O)O)c1	94&102
Cc1cc(-c2ccccc2N)c2[nH]c3ccccc3c2c1-c1ccccc1	90
NS(=O)(=O)c1ccc(Nc2nc(N/N=C/c3ccccn3)nc(Nc3ccccc3)n2)cc1	2.7*
CCCCCCCCCCCCn1c(C)nc2ccccc21	60
Cc1ccc(C(=O)Nc2ccc3c(c2)CN(C2CCC(=O)NC2=O)C3=O)cc1 (stereo unspecified)	105
c1cncc(CNc2ccccc2-c2nnc(Nc3ccc4c(c3)OCCO4)o2)c1	8.7*
O=C(Cn1cc(CN2CCCCC2)nn1)Nc1ccc2c(ccn2Cc2ccccc2)c1	117
O=C1Nc2nc(=O)nc3[nH]c(=O)nc(n23)N1	100
ClCC1CCCO1 (stereo unspecified)	141
CC(=O)c1ccc(Nc2nc(NCc3ccccc3)c3ccccc3n2)cc1	89
Cc1cccc(NC2CC(=O)N(c3cccc(Cl)c3Cl)C2=O)c1C (stereo unspecified)	108
CC(C)(C)c1cc(CNC2CCCCC2)c(O)c(CNC2CCCCC2)c1	94
OCc1ncc(-c2ccc(C(F)(F)F)cc2)c(NC2CCCCCC2)n1	105
Cn1cc(-c2noc(-c3cn(C)c4ncc(F)cc34)n2)c2cc(F)ccc21	115
O=C(NCCN1CCCCC1)n1cc(-c2ccncc2)c(-c2ccc(Cl)c(O)c2)n1	71
c1ccc(-c2oc3ccccc3c2-c2ccccc2)cc1	48
NC1=CSc2ncnc3ncn1c23	109
O=C(Nc1ccccc1)c1cc(Cl)ccc1O	30
CCOC(=O)c1cc(C(=O)c2ccc(OC)cc2)n2ccc(/C=C/c3ccncc3)cc12	98

Bioassay records as filed in PubChem.

The list is partial (hit frequency here may not be typical).
